Assay outcomes from PubChem.
DAX1 inh-1 = blocks DAX1 repression of SF-1 activated StAR promoter | AID 652010 | HEK293T StAR-luciferase reporter, SF-1/DAX-1 repression relief | inhibition, % at 6.8 µM | hit rate 1.1% among 370,000;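 active = inhibition above the mean over all tested compounds plus 3 SD, cut at about 3.6% in these data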;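 also: 0% = DAX-1 cells with DMSO and 100% = cells lacking DAX-1 with DMSO; higher inhibition means more luminescence from relief of DAX-1 repression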
hgDAF12 agonist = hgDAF-12 agonism, primary luciferase screen; hit rate 1.8% among 370,000; AID 687014; activation, % at 6.8 µM; HEK293 GAL4-hgDAF12 UAS-luciferase reporter, agonist luminescence; normalized to butyrate control;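 active = activation above a cutoff set at the mean of all screened compounds plus 3 SD, cut at about 10% in these data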;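 also: 0% = DMSO wells and 100% = sodium butyrate wells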
hcDAF12 agonist = activates DAF-12 receptor from parasite H. contortus | HEK293 hcDAF-12 lit1-tk-luc reporter, luminescence; 0% DMSO, 100% Δ7-dafachronic acid | activation, % at 6.8 µM | hit rate 1.4% among 370,000 | AID 652067;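 active = activation above the mean of all tested compounds plus 3 SD, cut at about 5.5% in these data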;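 also: 100% = response to 3 µM Δ7-dafachronic acid high control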
SMARCA2 activ = activators of SMARCA2 function; MG213 cells, MMTV-luciferase reporter, dexamethasone, overnight; activation, % at 9.1 µM; hit rate 1% among 370,000; AID 652017; in the data active = activation above about 7.8%;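 also: 0% = vehicle wells and 100% = reference activator wells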
PLCg1 inh = inhibitors of human phospholipase C gamma1; P19174; purified PLC-gamma1, fluorogenic substrate, fluorescence; inhibition, % at 12.2 µM; hit rate 0.84% among 370,000; in the data active = inhibition above about 9.5%
Rev-erbA mod = modulates human Rev-erb alpha binding to DNA; P20393; Rev-erbα–FITC-DNA binding, fluorescence polarization, 90 min; activity, % at 10 µM; hit rate 0.79% among 370,000; AID 1259318;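 active = activity above about 14%, limit read from the data; passing the limit was not always enough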;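 also: 0% = DMSO wells with 35 nM protein and 100% = DMSO wells with 750 nM protein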
ADAM17 inh = inhibitors of human ADAM17; recombinant ADAM17, EDANS/DABCYL FRET peptide cleavage; AID 720648; inhibition, % at 6.95 µM; hit rate 0.83% among 370,000; P78536;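 active = inhibition above the mean of compounds lying between control limits plus 3 SD, set per campaign, cut at about 8.5% in these data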;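 also: 0% = DMSO-only wells as the low control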
Target sequence (P78536 215-824 limits assumed): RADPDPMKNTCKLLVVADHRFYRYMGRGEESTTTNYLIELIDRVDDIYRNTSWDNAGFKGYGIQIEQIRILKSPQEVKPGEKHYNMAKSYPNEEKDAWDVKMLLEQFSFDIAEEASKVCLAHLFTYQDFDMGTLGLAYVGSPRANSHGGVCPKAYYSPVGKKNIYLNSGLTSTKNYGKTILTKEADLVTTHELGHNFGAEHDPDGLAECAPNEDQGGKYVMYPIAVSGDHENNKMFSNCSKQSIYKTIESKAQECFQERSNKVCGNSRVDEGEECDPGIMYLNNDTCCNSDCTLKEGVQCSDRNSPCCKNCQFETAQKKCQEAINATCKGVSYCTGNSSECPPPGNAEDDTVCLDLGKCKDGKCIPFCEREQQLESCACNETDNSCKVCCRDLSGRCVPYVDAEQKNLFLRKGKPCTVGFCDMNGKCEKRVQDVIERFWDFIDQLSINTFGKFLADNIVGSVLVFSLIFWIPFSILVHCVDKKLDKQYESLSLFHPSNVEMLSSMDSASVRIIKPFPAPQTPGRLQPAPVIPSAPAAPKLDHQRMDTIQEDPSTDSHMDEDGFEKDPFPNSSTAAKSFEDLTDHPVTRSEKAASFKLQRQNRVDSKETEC
DAX1 inh-2 = NR0B1 (DAX1) inhibition | HEK293 Gal4-DAX1 luciferase reporter, luminescence | AID 504766 | inhibition, % at 6.75 µM | hit rate 0.99% among 340,000;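 active = inhibition above the mean over all tested compounds plus 3 SD, cut at about 4.2% in these data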;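 also: 0% = DAX1-transfected cells with DMSO and 100% = empty-vector control cells with DMSO; inhibition shows as a rise in luminescence from relieved DAX1 repression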
Target sequence (P51843 207-470 limits assumed): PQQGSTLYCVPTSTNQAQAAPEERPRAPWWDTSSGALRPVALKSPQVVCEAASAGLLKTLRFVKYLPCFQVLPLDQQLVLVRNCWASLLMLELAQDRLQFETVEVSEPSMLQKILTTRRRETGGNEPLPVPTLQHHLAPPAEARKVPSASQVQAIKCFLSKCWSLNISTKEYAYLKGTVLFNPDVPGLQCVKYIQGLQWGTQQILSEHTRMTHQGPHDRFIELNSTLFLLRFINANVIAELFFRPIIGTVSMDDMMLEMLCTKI
PLC-beta3 inh = blocks human PLC-beta3 enzyme activity | Q01970 | Purified PLC-beta3, fluorogenic substrate, fluorescence | inhibition, % at 12.2 µM | hit rate 0.18% among 370,000 | AID 720704; in the data active = inhibition above about 11%;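 also: 0% = median of compound wells on plate and 100% = full blocker control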
ssDAF-12 act = activators of S. stercoralis DAF-12 nuclear receptor; AID 652126; hit rate 1% among 370,000; activation, % at 6.8 µM; HEK293 ssDAF-12/GRIP1 lit1-tk-luc reporter, luminescence; % of 3 µM dafachronic acid response;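 active = activation above the mean over all tested compounds plus 3 SD, cut at about 0.9% in these data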;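 also: 0% = DMSO-only wells and 100% = 3 µM delta7-dafachronic acid wells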
MBD2 inh = inhibitors of human MBD2 binding to methylated oligonucleotide; Q9UBB5; TR-FRET; inhibition, % at 4.4 µM; hit rate 0.31% among 370,000; AID 686964; in the data active = inhibition above about 13%
* = called active by the depositor; / = not tested or not shown.

SMILES	DAX1 inh-1	hgDAF12 agonist	hcDAF12 agonist	SMARCA2 activ	PLCg1 inh	Rev-erbA mod	ADAM17 inh	DAX1 inh-2	PLC-beta3 inh	ssDAF-12 act	MBD2 inh
COCC(=O)Nc1nnc(SCC(=O)NCc2cccs2)s1	0.4	-2.1	-1.0	-4	-1	0	-3	0.3	0	-0.7	3
O=C(CN1CCOCC1)N/N=C/c1ccccc1	0.2	0.6	-0.5	3	1	2	-1	0.5	-4	-0.3	2
CCOc1ccc(S(=O)(=O)N(C)c2ccc(OCC(=O)Nc3nc(-c4cc(OC)ccc4OC)cs3)cc2)cc1	-0.6	-2.7	-2.2	1	3	25*	0	-0.8	-1	-1.9	-1
COCC(=O)N1C[C@H]2CON(C)[C@H]2C[C@H]1c1ccc(N2CCCCC2)cc1	-0.7	-0.5	-1.9	0	0	4	-5	/	-2	-0.2	2
CCCCc1ccc(NC(=S)NCc2ccccc2OC)cc1	-0.1	3.4	-0.8	-3	0	-2	-3	-0.9	0	-0.9	-3
CCNC(=S)N1CCN(C(c2ccccc2)c2ccccc2)CC1	0.8	2.9	-0.3	1	7	-3	5	-0.7	0	-0.8	1
CCOc1ccc(N=Nc2c(N)[nH][nH]c2=O)cc1	0.0	1.5	-1.3	2	1	6	1	0.6	4	-1.5	-21
Cc1cc(C(=O)N/N=C/c2c(C)[nH]c3ccccc23)n[nH]1	1.1	0.2	4.5	-5	-4	-9	-1	-0.9	-13	-0.1	-2
O=[N+]([O-])c1ccc(Cc2ccc([N+](=O)[O-])cc2)cc1	-2.9	5.4	1.0	-1	3	1	-3	0.6	-6	-1.4	3
COc1cccc(NC(=O)CCCCCN2C(=O)[C@@H]3Cc4ccccc4CN3C2=O)c1	-0.3	-1.7	0.5	-1	2	-4	-1	-0.5	-6	-1.2	-2
CCOC(=O)CSc1n[nH]c(NC(=O)NC(C)C)n1	-0.1	1.7	-1.2	1	2	-9	-2	-0.2	2	0.2	-5
CCC(=O)Nc1cccc(C2=NOC3(C2)C[C@@H](C(N)=O)N(C(=O)C(c2ccccc2)c2ccccc2)C3)c1 (stereo partly drawn)	0.0	-0.1	-0.9	0	2	1	2	0.1	2	-1.0	1
O=C(CNC(=O)c1ccccc1Br)N/N=C/c1cccnc1	0.7	0.0	2.1	-2	0	-5	-3	2.7	-5	-1.0	3
CCc1cccc(NC(=O)CSCc2nc3sc(C)c(C)c3c(=O)[nH]2)c1	2.1	-1.3	0.0	-3	-20	-3	1	-0.1	-37	-0.9	-1
Cc1ccccc1OCc1nc(-c2ccccc2)no1	1.2	7.7	3.5	-1	-1	8	-2	-0.4	-1	-0.1	3
CCn1c(O)c(N=NC(=O)CNC(=O)c2ccccc2F)c2ccccc21	0.4	-3.5	-2.1	-3	-1	1	1	0.0	-7	-1.9	1
O=C(c1ccc2nc(-c3ccco3)c(-c3ccco3)nc2c1)N1CCN(c2ccccc2)CC1	-1.1	-2.9	-1.9	-5	-141	-8	-1	-1.2	-222	-1.8	-8
CN(CC(=O)Nc1ccc(S(=O)(=O)N2CCCC2)cc1)Cc1ccc(Cl)cc1Cl	-1.3	-0.1	-2.2	-2	-3	9	4	-0.9	-2	-1.2	-5
CCOC(=O)c1[nH]cnc1C(=O)Nc1ccc([N+](=O)[O-])cc1	-0.5	4.0	-0.3	0	2	1	0	-0.2	0	-0.3	1
C[C@H](CO)N1C[C@H](C)[C@@H](CN(C)Cc2ccncc2)Oc2c(cccc2N(C)C)C1=O	0.1	-0.1	-1.0	0	2	-1	-2	-0.7	-2	-1.2	0
O=C(COC(=O)c1sc2cc(Cl)ccc2c1Cl)Nc1ncc(Cl)cc1Cl	-0.2	4.0	5.1	-3	-4	9	-5	/	-10	-1.1	3
O=C(CSc1nc2c(sc3ccccc32)c(=O)n1CCCN1CCCC1)NCC1CCCO1 (stereo not drawn)	0.9	2.3	-0.7	3	-10	0	-77	4.1	-14	-1.5	-5
Cc1cc(C)n2c(SCC(=O)N3CCN(S(=O)(=O)c4ccc(Cl)cc4)CC3)nnc2n1	-0.6	2.2	-0.3	0	-35	-10	-6	2.0	-40	-1.6	0
Cc1cc(C)c(CN2CCC(CO)(CCOc3ccccc3)CC2)cc1C	0.2	2.9	-1.1	1	8	-2	0	0.5	2	-1.3	2
CS(=O)(=O)c1ccc(Nc2nc(C(N)Cc3ccccc3)cs2)cc1 (stereo not drawn)	-1.7	-3.9	-1.3	-2	-8	3	-7	/	-8	-1.4	0

Brought forward from above: three compounds; new compounds follow.
SMILES	DAX1 inh-1	hgDAF12 agonist	hcDAF12 agonist	SMARCA2 activ	PLCg1 inh	Rev-erbA mod	ADAM17 inh	DAX1 inh-2	PLC-beta3 inh	ssDAF-12 act	MBD2 inh
Cc1cc(C)n2c(SCC(=O)N3CCN(S(=O)(=O)c4ccc(Cl)cc4)CC3)nnc2n1	-0.6	2.2	-0.3	0	-35	-10	-6	2.0	-40	-1.6	0
Cc1cc(C)c(CN2CCC(CO)(CCOc3ccccc3)CC2)cc1C	0.2	2.9	-1.1	1	8	-2	0	0.5	2	-1.3	2
CS(=O)(=O)c1ccc(Nc2nc(C(N)Cc3ccccc3)cs2)cc1 (stereo not drawn)	-1.7	-3.9	-1.3	-2	-8	3	-7	/	-8	-1.4	0
CC1(C)CC(=O)C=C(NCCc2ccccc2)C1	-0.4	2.8	0.8	0	1	5	3	-0.3	-3	-0.5	1
COc1ccc(S(=O)(=O)Nc2cccc(-c3ccc4nncn4n3)c2)cc1F	-1.0	0.3	-2.7	-1	0	-2	1	-2.5	-1	-1.8	-5
COc1cccc(/C=C(\C)C(=O)c2c(C)cc(C)[nH]c2=O)c1OC	-0.3	0.5	4.5	1	1	7	-3	3.3	0	-1.3	0
O=c1nc(/C=C/c2ccccc2C(F)(F)F)cc(C(F)(F)F)[nH]1	-0.1	0.0	-2.5	1	-1	-8	-2	1.5	-7	-1.1	1
CN1C(=O)[C@H]2[C@@H](/C=C/c3ccccc3)N3C(=O)CN(Cc4ccccc4)C(=O)[C@@]3(C)[C@H]2C1=O	-0.1	-2.1	-1.9	0	-1	2	-2	0.5	-3	-1.2	3
COc1ccc(Br)cc1/C=N/n1c(-c2ccccc2)n[nH]c1=S	-0.6	-0.4	1.5	-2	-1	-4	0	-0.2	-4	-0.4	1
Cc1c(NC(=S)N2CCN(c3cccc(Cl)c3)CC2)c(=O)n(-c2ccccc2)n1C	-0.6	-1.4	-1.2	-4	-3	9	-2	-0.1	0	-1.6	0
COc1ccc(S(=O)(=O)N2CCCCCC2)cc1C(=O)OCC(=O)NCC(C)C	-0.8	1.7	-3.4	1	-2	-7	-2	-0.7	0	-1.0	-1
CC1=C2C(=O)OC(c3ccoc3)C2(C)CCC1 (stereo not drawn)	-0.7	0.1	-0.1	-2	2	-6	8	1.1	7	-1.1	-8
CCOC1=C2[C@@H](CN(S(=O)(=O)c3ccc(C)cc3)[C@H]2c2ccccc2F)[C@H]2C(=O)N(c3ccccc3)C(=O)[C@H]2C1	-1.2	0.1	2.0	-4	1	-10	-1	/	-1	-1.1	1
COC(=O)C1(C)NC(c2ccc(O)cc2)C2C(=O)N(c3ccc(F)cc3)C(=O)C21 (stereo not drawn)	-0.7	2.5	0.8	0	15*	-2	4	-0.8	3	-0.8	-4
C/C(N)=C(/C#N)C(=O)CN1C(=O)NC(Cc2c[nH]c3ccccc23)C1=O (stereo not drawn)	0.4	1.3	1.9	-3	3	-2	0	1.3	4	-0.1	-2
O=C(NCCCn1ccnc1)c1cn(-c2ccccc2)nc1-c1ccc(F)cc1	-0.4	-0.1	-2.6	0	0	-6	-3	-1.0	-1	-1.5	0
CCN(C(=O)COC(=O)COc1ccc(Cl)c(C)c1)C1CCS(=O)(=O)C1 (stereo not drawn)	1.1	0.0	-1.3	3	-2	2	-3	1.0	0	-0.9	1
O=C(C1CCN(CC2CC=CCC2)CC1)N(CCc1ccccc1)Cc1ccccc1 (stereo not drawn)	1.1	1.8	-0.9	-1	2	2	-1	-0.2	-3	-1.0	0
COc1cccc(C2(O)CC(C(F)(F)F)=NN2C(=O)c2ccccn2)c1 (stereo not drawn)	3.0	3.7	0.8	6	-1	-3	-2	1.9	-1	0.2	-2
CNC(=S)NNC(=O)Cc1ccc(O)cc1	-0.5	0.2	0.6	-4	4	2	-1	-0.3	-2	-1.1	10
COc1ccc(Nc2nc(C(=O)N(CCO)Cc3ccccc3)cs2)cc1	-0.5	-5.5	-1.5	-4	-4	0	-2	-0.7	-9	-1.5	4
O=C(CCN1C(=O)c2ccccc2C1=O)N1CCN(Cc2ccc(Cl)cc2Cl)CC1	-0.2	-0.9	-1.4	-1	3	-3	2	0.6	-9	-1.7	2
O=C(CN1C(=O)COc2ccccc21)NCCN1CCc2ccccc2C1	0.4	-0.2	1.8	-1	0	-3	-4	0.5	-1	-1.5	2
OC(c1cc(F)cc(Cl)c1)c1ncc(-c2ccc3ccccc3c2)[nH]1 (stereo not drawn)	-0.4	0.3	0.6	-1	-27	14*	5	/	-33	-1.6	-7

For reference, part of the list above:
SMILES	DAX1 inh-1	hgDAF12 agonist	hcDAF12 agonist	SMARCA2 activ	PLCg1 inh	Rev-erbA mod	ADAM17 inh	DAX1 inh-2	PLC-beta3 inh	ssDAF-12 act	MBD2 inh
CC1(C)CC(=O)C=C(NCCc2ccccc2)C1	-0.4	2.8	0.8	0	1	5	3	-0.3	-3	-0.5	1
COc1ccc(S(=O)(=O)Nc2cccc(-c3ccc4nncn4n3)c2)cc1F	-1.0	0.3	-2.7	-1	0	-2	1	-2.5	-1	-1.8	-5
COc1cccc(/C=C(\C)C(=O)c2c(C)cc(C)[nH]c2=O)c1OC	-0.3	0.5	4.5	1	1	7	-3	3.3	0	-1.3	0
O=c1nc(/C=C/c2ccccc2C(F)(F)F)cc(C(F)(F)F)[nH]1	-0.1	0.0	-2.5	1	-1	-8	-2	1.5	-7	-1.1	1
CN1C(=O)[C@H]2[C@@H](/C=C/c3ccccc3)N3C(=O)CN(Cc4ccccc4)C(=O)[C@@]3(C)[C@H]2C1=O	-0.1	-2.1	-1.9	0	-1	2	-2	0.5	-3	-1.2	3
COc1ccc(Br)cc1/C=N/n1c(-c2ccccc2)n[nH]c1=S	-0.6	-0.4	1.5	-2	-1	-4	0	-0.2	-4	-0.4	1
Cc1c(NC(=S)N2CCN(c3cccc(Cl)c3)CC2)c(=O)n(-c2ccccc2)n1C	-0.6	-1.4	-1.2	-4	-3	9	-2	-0.1	0	-1.6	0

Rows were taken by chance; 7.4% or so of the library scored in one or more.
